# M1 ag parental – M1 agonist counterscreen hit in parental CHO-K1 cells; Fluo-8 calcium fluorescence; scaled to maximal ATP response, vehicle zero; activation, % at 3 µM; actives 0.48% (n = 360,000); AID 602248; in the data active = activation above about 15%;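 also: untransfected CHO-K1 host cells lacking M1 receptor as counterscreen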
# OXTR potentiate – potentiates the human oxytocin receptor response; CHO-OTR cells, Fluo-8 calcium fluorescence, potentiator mode; 0% = oxytocin EC15, 100% = EC100; activation, % at 3 µM; actives 0.061% (n = 320,000); AID 2445;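 active = activation above that plate's cutoff, the mean activation of tested compounds plus 3 SD, cut at about 6.6% in these data, passing the limit was not always enough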;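 also: 100% uses oxytocin at 75 nM as the full agonist control; some results filed as inactive read as strong as hits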
#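 Replication – single well per compound, singlicate · Assay system – CHO cell line stably expressing human OTR · Timing – 6 min pre-incubation, 100 s read · Measure – normalized max/min fluorescence ratio, % activation · Doses – 3.0 µM, one dose · Detection – Fluo-8 calcium dye fluorescence · Probe or stimulus – oxytocin near EC15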
# M1 PAM parental – nonselective activator or artifact in parental CHO-K1 calcium assay; ATP EC20, Fluo-8 calcium fluorescence; 0% at ATP EC20, 100% at ATP max; activation, % at 3 µM; actives 0.02% (n = 360,000);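 active = activation above the run cutoff, the mean activation of all test compounds plus 3 SD, cut at about 40% in these data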;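 also: peak over basal fluorescence ratio in a 140 s read after ATP addition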
# CHO parental Ca – counter-screen for OX1R antagonists: effect in parental CHO cells | actives 0.63% (n = 330,000) | parental CHO-K1, ATP-induced calcium, Fluo-8 fluorescence | inhibition, % at 5.6 µM;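 active = inhibition above that plate's mean sample inhibition plus 3 SD, cut at about 26% in these data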;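 also: 0% = ATP-challenged DMSO wells and 100% = DMSO wells without ATP; some compounds past the cut are filed as inactive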
#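 Material: Parental CHO cells | Reagent: ATP | Compound dosing: Single nominal dose of 5.6 µM per compound | Detection: Intracellular calcium via Fluo-8 no-wash fluorescent dye | Read-out: % inhibition of ATP-induced calcium mobilization | Benchmarks: Low control ATP plus DMSO, high control DMSO only | Replicates: Singlicate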
# CHO-K1 Ca antag – counter-screen for M1 antagonists: effect in parental CHO-K1 cells. ATP-induced calcium, Fluo-8 fluorescence. inhibition, % at 3 µM. actives 0.6% (n = 360,000);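 active = inhibition above a per-plate cutoff, the plate's mean sample inhibition plus 3 SD, cut at about 24% in these data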;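 also: 0% = DMSO plus EC80 ATP and 100% = DMSO alone without ATP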
# TAAR1 antag – antagonists of human TAAR1; Q96RJ0; CHO RD-HGA16 TAAR1, Fluo-8 calcium fluorescence, antagonist; inhibition, % at 3 µM; actives 1.5% (n = 360,000); AID 624466;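 active = inhibition above a per-plate cutoff, the mean inhibition of test compounds on that plate plus 3 SD, cut at about 49% in these data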;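 also: 0% = DMSO plus EC80 beta-PEA response and 100% = DMSO alone without agonist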
# Target sequence (Q96RJ0 whole entry, looked up): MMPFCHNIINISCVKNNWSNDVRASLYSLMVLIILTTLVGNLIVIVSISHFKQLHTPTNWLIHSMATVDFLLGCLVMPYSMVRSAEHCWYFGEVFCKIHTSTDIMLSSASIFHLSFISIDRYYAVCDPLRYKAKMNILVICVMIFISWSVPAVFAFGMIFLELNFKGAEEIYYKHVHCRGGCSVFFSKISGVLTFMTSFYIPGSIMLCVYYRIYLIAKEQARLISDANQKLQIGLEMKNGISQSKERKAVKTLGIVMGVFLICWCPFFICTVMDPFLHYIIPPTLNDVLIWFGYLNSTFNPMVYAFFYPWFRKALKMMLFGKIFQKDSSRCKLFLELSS
#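 Test system: RD-HGA16 CHO cells with stable hTAAR1 and Gα16 / Probe or stimulus: EC80 β-phenethylamine stimulus / Times: seeding 17-24 h prior, 75-min 37 °C, 30-min RT dye loading / Detection: Fluo-8 calcium-sensitive fluorescence / Read-out basis: % inhibition scaled between DMSO and EC80 PEA controls / Repeats: singlicate, one well per test compound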
# TAAR1 agonist – human TAAR1 agonism. Q96RJ0. CHO RD-HGA16 TAAR1, Fluo-8 calcium fluorescence; vehicle wells 0%, saturating PEA agonist 100%. activation, % at 3 µM. actives 0.99% (n = 360,000);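 active = activation above the mean activation of all test compounds in the run plus 3 SD, cut at about 38% in these data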
#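 test system = CHO RD-HGA16 cells carrying human TAAR1 plus Gα16 | schedule = 17-24 h seeding, 75 min 37 °C dye, 30 min RT | compound dosing = 3 µM single concentration | control set = DMSO and PEA EC100 | replicates = n 1 | signal = Fluo-8 fluorescence, 5 s baseline then 140 s kinetic read | measure = percent activation vs PEA EC100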
# CHRM1 agonist – human M1 muscarinic receptor agonism. P11229. CHO-K1 hM1, Fluo-8 calcium fluorescence, agonist mode; 0% DMSO, 100% acetylcholine EC100. activation, % at 3 µM. actives 0.33% (n = 360,000). AID 588814;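 active = activation above the run's mean compound activation plus 3 SD, cut at about 16% in these data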;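 also: peak over basal fluorescence ratio within a 140 s kinetic read after compound addition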
# CHRM1 antagonist – human CHRM1 antagonism | P11229 | actives 1.3% (n = 360,000) | AID 588852 | inhibition, % at 3 µM | CHO-K1 hM1, Fluo-8 calcium fluorescence, ACh EC80 antagonist;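 active = percent inhibition above its own plate's cutoff, namely the mean of that plate's compound wells plus 3 SD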;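 also: peak over basal fluorescence ratio during 140 s after agonist addition; 0% = ACh EC80 plus DMSO and 100% = DMSO alone without agonist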
# Numbers without * were called inactive. An excerpt; the hit share may differ from the screen's.
SMILES,M1 ag parental,OXTR potentiate,M1 PAM parental,CHO parental Ca,CHO-K1 Ca antag,TAAR1 antag,TAAR1 agonist,CHRM1 agonist,CHRM1 antagonist
O=C(CCN1CCN(CCO)CC1)N1c2ccccc2Sc2ccc(C(F)(F)F)cc21,-0.2,-3,12,-15,-4,-23,1,-8,-6

# From PubChem
